UDG counter = blocks uracil-DNA glycosylase in AID counter-screen. FRET deamination/UDG coupled assay, UDG read, 4 h. 91,000 tested, 0.14% active. AID 1347430. Potency, µM (highest dose often 115 µM), for inactives: at the highest dose activity change, negative = inhibition, actives largely listed as inhibitors; further: nearly all actives have a fitted effect of over 65% in size
AID inhibitor = inhibitors of human activation induced cytidine deaminase. AID deamination FRET fluorescence, UDG-coupled, 4 h. Potency, µM (highest dose often 115 µM), inactives show at the top dose activity change, negative = inhibition, usual class: inhibitors. 91,000 tested, 0.32% active. AID 1347428; further: nearly all actives have a fitted effect of over 25% in size
Target sequence (Q9GZX7 whole entry, looked up): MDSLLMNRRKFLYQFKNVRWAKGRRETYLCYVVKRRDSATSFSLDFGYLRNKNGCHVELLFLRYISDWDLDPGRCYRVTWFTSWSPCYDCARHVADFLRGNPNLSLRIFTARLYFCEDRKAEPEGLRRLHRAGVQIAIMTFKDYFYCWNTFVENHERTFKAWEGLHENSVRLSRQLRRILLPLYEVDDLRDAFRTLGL
* marks the source's active call; other numbers are inactive results; ? = inconclusive; [ ] = dose if it differs, or a comment. The call rests on the fitted dose curve; in most records, active means well fitted curve in the direction sought with a large enough effect; inconclusive means small, poorly fitted or top-dose-only effect, or another doubt; inactive means no such curve, though single readings can be large; an effect the other way counts as inactive or inconclusive. On the % scale 0 is the no-effect control and ±100 the full control effect; potency means the concentration at half of the fitted maximal effect. The list is partial; count on the stated rates, not on these rows.

Start of the data: the first 12 records (preview)
Every second line gives: UDG counter	AID inhibitor
- CC(C)CCn1c(=O)c2sccc2n2c(CCCC(=O)Nc3ccc(F)c(Cl)c3)nnc12
→ 3.5%	-19.3%
- CC(NC(=O)CCc1ncc(-c2c(F)cccc2F)o1)c1ccco1 (stereo not drawn)
→ -0.8%	2.4%
- Cc1ccc(C)c(NC(=S)NNC=O)c1
→ -0.8%	10.8%
- CCOc1ccc(N(C)S(=O)(=O)c2ccc3c(c2)CCCN3C(C)=O)cc1
→ 14.2%	-2.8%
- Cc1ccc(OCC(=O)NCc2ccc(-c3nc4ncccc4o3)cc2)cc1
→ -3.6%	-17.2%
- COc1cc(C(=O)N/C(=C\c2cn(C)c3ccccc23)C(=O)N2CCOCC2)cc(OC)c1OC
→ 1.9%	0.9%
- O=C(CSc1nc(Nc2ccc(F)cc2)c2ccccc2n1)c1ccc(F)cc1
→ 4.8%[57.5 µM]	8.6%
- Cc1cc2c(n1-c1ccc(C(=O)NCc3ccc(OC(C)C)cc3)cc1)CCCC2
→ -2.2%[57.5 µM]	-14.4%
- Cc1cn2c(=O)cc(COC(=O)c3ccc(NC(=O)COc4ccc(C)c(C)c4)cc3)nc2s1
→ -3.4%	-0.5%
- CC(C)c1nc(C#N)c(NCC(c2cccs2)N2CCOCC2)o1 (stereo not drawn)
→ -12.6%	1.6%
- O=C(Cn1c(=O)oc2ccccc21)NCc1ccc(Cl)cc1
→ 8.3%[57.5 µM]	-8.6%
- CN(C)C(=O)/C=C/c1csc(-c2ccc(F)cc2)n1
→ -21.3%	-18.4%

The listing, previewed entries included:
Every second line gives: UDG counter	AID inhibitor
- CC(C)CCn1c(=O)c2sccc2n2c(CCCC(=O)Nc3ccc(F)c(Cl)c3)nnc12
→ 3.5%	-19.3%
- CC(NC(=O)CCc1ncc(-c2c(F)cccc2F)o1)c1ccco1 (stereo not drawn)
→ -0.8%	2.4%
- Cc1ccc(C)c(NC(=S)NNC=O)c1
→ -0.8%	10.8%
- CCOc1ccc(N(C)S(=O)(=O)c2ccc3c(c2)CCCN3C(C)=O)cc1
→ 14.2%	-2.8%
- Cc1ccc(OCC(=O)NCc2ccc(-c3nc4ncccc4o3)cc2)cc1
→ -3.6%	-17.2%
- COc1cc(C(=O)N/C(=C\c2cn(C)c3ccccc23)C(=O)N2CCOCC2)cc(OC)c1OC
→ 1.9%	0.9%
- O=C(CSc1nc(Nc2ccc(F)cc2)c2ccccc2n1)c1ccc(F)cc1
→ 4.8%[57.5 µM]	8.6%
- Cc1cc2c(n1-c1ccc(C(=O)NCc3ccc(OC(C)C)cc3)cc1)CCCC2
→ -2.2%[57.5 µM]	-14.4%
- Cc1cn2c(=O)cc(COC(=O)c3ccc(NC(=O)COc4ccc(C)c(C)c4)cc3)nc2s1
→ -3.4%	-0.5%
- CC(C)c1nc(C#N)c(NCC(c2cccs2)N2CCOCC2)o1 (stereo not drawn)
→ -12.6%	1.6%
- O=C(Cn1c(=O)oc2ccccc21)NCc1ccc(Cl)cc1
→ 8.3%[57.5 µM]	-8.6%
- CN(C)C(=O)/C=C/c1csc(-c2ccc(F)cc2)n1
→ -21.3%	-18.4%
- COc1ccc(/C=C/c2nc(C#N)c(NCCN3CCOCC3)o2)cc1OC
→ -6.1%	-0.6%
- N#Cc1cccc(OCc2ccc(C#N)cc2F)c1
→ -5.4%	-3.6%
- COc1ccc(CCC(=O)NCc2nc3cccnc3n2Cc2ccccc2)cc1
→ 5.6%	16.7%
- CCOC(=O)c1c(NC(=O)CCCOc2ccc(C(C)(C)C)cc2)sc2c1CCC2
→ ?	-8.3%
- CCCCc1c(C)[nH]c2c(C)cccc2c1=S
→ -4.9%	-3.5%
- CNC(=O)CN1C(=O)c2cccnc2Sc2ccccc21
→ -6.6%	6.4%
- COc1cccc(NC(=O)Cn2c(=O)c3c(ncn3Cc3ccccc3)n(Cc3ccccc3)c2=O)c1
→ 9.4%	2.9%
- COc1ccc(-n2c(=O)c3ccccc3n(CC(=O)NCCc3ccc(OC)c(OC)c3)c2=O)cc1
→ -2.0%	43.0%[activator]
- O=C(NCC(c1ccc2c(c1)OCO2)N1CCOCC1)c1c(F)cccc1F (stereo not drawn)
→ 3.3%[57.5 µM]	1.8%
- C=C(C)CN1CCN(CCC(=O)O)CC1
→ 2.6%	-3.6%
- O=C(Nc1ccc(Nc2ccccc2)cc1)c1cc[n+]([O-])cc1
→ -2.8%	-9.2%
- Cc1nc2ccn(Cc3ccco3)c(=O)c2cc1C(=O)NCc1ccccc1
→ 0.8%[57.5 µM]	-3.8%
- O=c1c2c3c(sc2nc2c4ccccc4c(N4CCCCC4)nn12)CCC3
→ 7.5%	2.2%
- CC(C)CCNc1nc(-c2ccc(S(C)(=O)=O)cc2)cs1
→ 3.4%	-5.3%
- COc1cc2c(C(=O)N3CCN(c4ccc(F)cc4)CC3)cn(CC(C)C)c(=O)c2cc1OC
→ -9.6%	-0.9%
- O=C(Nc1ncn(Cc2cccc(F)c2)n1)c1cc(S(=O)(=O)N2CCCC2)c(Cl)cc1Cl
→ 7.5%	-6.8%
- Cc1oc(-c2ccc(C(=O)Nc3cccc(C(F)(F)F)c3)cc2)nc1CSc1ccccc1
→ -5.1%	?
- Cc1ccc(NC(=O)Cn2ccn(Cc3ccc(Cl)cc3)c(=O)c2=O)cc1C
→ 1.4%[57.5 µM]	-3.1%

(further entries)
Every second line gives: UDG counter	AID inhibitor
- COc1ccc(CNC(=O)CCc2ncc(-c3c(F)cccc3F)o2)cc1
→ 4.4%	-3.9%
- COc1ccc(S(=O)(=O)N(CCc2ccccc2)CC(=O)Nc2cc(Cl)ccc2C)cc1
→ -19.0%	-18.3%
- CCOc1ccc(NC(=O)C(C)Oc2cc(C)cc(C)c2)c2cccnc12 (stereo not drawn)
→ -11.7%	12.9%
- CCOCCCNC(=O)c1cnc2sc(N3CCCCC3)nn2c1=O
→ 46.1%[activator]	12.5%
- O=C(Cn1nc(-c2cccs2)c2ccccc2c1=O)NCC(F)(F)F
→ 6.0%	4.7%
- CC(C)C(=O)Nc1ccc2c(C(C(=O)O)N3CCN(C)CC3)c[nH]c2c1 (stereo not drawn)
→ -0.1%	42.0%[activator]
- O=C(C1CCN(S(=O)(=O)c2ccc(Br)s2)CC1)N1CCN(c2ccc(F)cc2)CC1
→ 1.9%[57.5 µM]	-16.5%
- COc1cc(NC(=O)Cn2c(=O)n(CC3CCCO3)c(=O)c3cc(OC)c(OC)cc32)cc(OC)c1 (stereo not drawn)
→ -2.9%	-0.6%
- CC(C)C(=O)NCc1ccc(-c2nc3ccccc3s2)cc1
→ 4.1%	3.2%
- Cc1cc([N+](=O)[O-])ccc1N=Cc1ccc(C#Cc2ccccc2)cc1
→ -2.4%	-13.5%
- COc1ccc(-c2nc3sc(CCNC(=O)C(=O)Nc4ccc(C)cc4C)c(C)n3n2)cc1
→ -10.5%	?
- O=C(c1ccccc1)c1ccc(C2CC2)cc1
→ -1.7%	-2.3%
- O=C(NCc1ccncc1)c1ccccc1Nc1ccccc1
→ -9.4%	-19.6%
- COc1ccc(CC(NC(=O)c2ccc3c(c2)NC(=O)CCS3)c2ccc(OC)cc2)cc1 (stereo not drawn)
→ -16.6%	-17.4%
- CCOc1cc(C2C(C(=O)OC)=C(C)NC3=C2C(=O)c2ccccc23)cc(Br)c1OCC (stereo not drawn)
→ -27.5%	80.0%[activator]
- CCn1nc(-c2ccc(C)c(S(=O)(=O)NCc3ccccc3C)c2)c2c(c1=O)CCCC2
→ -0.6%	-14.7%
- Cc1nc(-c2ccncc2)[nH]c(=O)c1CC(=O)N(C)C(C)C(C)(C)C (stereo not drawn)
→ 2.7%	-5.9%
- CC(=O)Nc1ccc(C)cc1-c1nnc(SCC(=O)Nc2cc(Cl)ccc2Cl)[nH]c1=O
→ -1.0%	-6.1%
- Cc1cc(C)c(NC(=O)c2ccc3c(c2)CCC3)c(C)c1
→ -3.1%	-3.7%
- O=C(NCc1ccc(OC(F)(F)F)cc1)C1CCN(S(=O)(=O)/C=C/c2ccccc2)CC1
→ 3.6%	4.1%
- COc1ccc(C=O)cc1COc1ccccc1C=O
→ 8.7%	-12.2%
- O=C(O)c1c(F)c(F)c(F)c(F)c1-c1ccccc1
→ 0.8%	2.4%
- Cc1ccc(CSc2nnc(-n3c(=O)c(C#N)cc4c(=O)n5cc(C)ccc5nc43)s2)cc1
→ 1.1%	4.4%
- O=c1oc2ccc3ccccc3c2cc1-c1nnc(Nc2cccc(F)c2)s1
→ -0.2%[57.5 µM]	2.4%
- CC1CCCCN1c1c(S(=O)(=O)c2ccc(Cl)cc2)cnc2ccccc12 (stereo not drawn)
→ -8.5%	?
- Cc1ccc(OCC(=O)Nc2ccc3nc(SCC(N)=O)sc3c2)cc1
→ 1.3%	19.5%
- O=C(CNc1ccccc1)NNC(=O)c1cc(-c2ccccc2)nn1-c1ccccc1
→ 7.1%	-8.6%
- Cc1ccccc1SCC(=O)N1CCc2sccc2C1c1cccs1 (stereo not drawn)
→ -15.4%	-10.5%
- COc1ccc2cc(S(=O)(=O)c3cc(C)cc(C)c3)c(=O)oc2c1
→ -8.9%	-5.4%
- CCN(CC)S(=O)(=O)c1ccc(-c2nc(C#N)c(N3CCN(c4ccccc4)CC3)o2)cc1
→ 5.5%	0.4%

Carrying on.
Every second line gives: UDG counter	AID inhibitor
- CN(C(=O)/C(C#N)=C\c1ccc(OC(F)F)cc1)C1CCCCC1
→ 5.9%	-1.9%
- CCOC(=O)N1CCN(Cc2nc3cc([N+](=O)[O-])ccc3n2C(C)C)CC1
→ -2.7%	-27.9%
- CN(C)c1cc2c(cc1NC(=O)c1ccc(F)cc1)n(C)c(=O)n2C
→ -7.0%	103.7%[activator]
- CCCCCOc1ccc(C(=O)O)cc1
→ -1.0%	0.0%
- Cc1oc(-c2ccccc2)nc1CC(=O)NC12CC3CC(CC(C3)C1)C2
→ -3.9%	-16.0%
- FC(F)(F)c1ccc(/C=N/Nc2c(Cl)cc(Cl)cc2Cl)cc1
→ -12.9%	-14.6%
- CCOC(=O)c1sc2nc(CN3CCC(C)CC3)[nH]c(=O)c2c1C
→ 1.4%	19.0%
- CCCCn1nnnc1CSc1nnc(-c2ccc(OC)cc2)n1-c1ccc(C)cc1
→ -3.0%	-14.5%
- O=C1COc2ccc(-c3cc(-c4ccc(F)cc4)c4c(n3)-c3cc(Cl)ccc3OC4)cc2N1
→ -0.2%	44.6%[activator]
- CC(=O)c1c(C)oc2c1cc(NS(=O)(=O)c1ccc(Br)cc1)c1ccccc12
→ -16.9%	36.2%[activator]
- COc1ccccc1C(=O)N/C(=C\c1ccccc1)C(=O)O
→ 5.6%	-0.3%
- COc1ccc(C(=O)COC(=O)c2ccc3c(c2)OCCO3)cc1
→ -1.5%	0.3%
- Cc1cccc(-c2nnc(C(C)Sc3n[nH]c(N)n3)o2)c1 (stereo not drawn)
→ 2.5%	-2.7%
- O=C(NC1CC1)C1CCN(Cc2ccc(Cl)cc2)CC1
→ 2.0%	-7.4%
- O=CNNC(=S)Nc1ccccc1C(F)(F)F
→ 1.8%	7.2%
- COc1ccc(OC)c(CN(Cc2ccc(C#N)cc2)C2CC2)c1
→ 2.8%	-8.2%
- Cc1[nH]ncc1Cl
→ -8.3%	-7.1%
- COc1ccccc1CNC(=O)C1CCCN(c2nc3ccccc3n3cccc23)C1 (stereo not drawn)
→ -3.4%[57.5 µM]	?
- COc1cccc(-c2ccc(=O)n(CC(=O)N3CCC(Cc4ccccc4)CC3)n2)c1
→ -4.9%	-20.1%
- Cc1cnc(C(=O)OCc2cc(=O)oc3cc(C)c(C(C)C)cc23)cn1
→ -0.9%	-0.5%
- CCc1ccc(NC(=O)CSC2=NS(=O)(=O)c3ccccc3N2Cc2ccccc2)cc1
→ -3.5%	-7.0%
- CCc1cccc(NC(=O)Cn2c(=O)n(CCCCCC(=O)NCc3ccc(F)cc3)c(=O)c3sccc32)c1
→ 0.0%	-9.6%
- CCc1cccc2c(C(=O)COC(=O)c3c(C)noc3C)c[nH]c12
→ -12.4%	-1.9%
- CCOC(=O)CSc1nc2ccccc2n2c(C)nnc12
→ 32.4%[activator]	2.9%
- Cc1cccc(OCC(=O)Nc2cc(-c3ccccc3F)nn2-c2ccccc2)c1
→ -2.5%	2.6%
- CCOc1ccc(-n2c(=O)c3c(C)c(C(=O)N(C)C)sc3n(CC(=O)Nc3c(C)cc(C)cc3C)c2=O)cc1
→ 0.3%[57.5 µM]	8.5%
- O=C(O)CNS(=O)(=O)c1cccs1
→ 0.9%	2.2%
- CC(Sc1nc(-c2ccccc2)cs1)C(=O)NC1(C#N)CCCCC1 (stereo not drawn)
→ -1.1%	-7.0%
- CCc1cccc2c(C(=O)COC(=O)c3nn(C)c(=O)c4ccccc34)c[nH]c12
→ 1.7%	-4.3%
- Cc1ccc(C2c3[nH]c4ccccc4c3CCN2C(=O)CCC2CCCC2)cc1 (stereo not drawn)
→ -11.8%[57.5 µM]	?

Whole records, looked up by structure:
CCOC(=O)N1CCN(Cc2nc3cc([N+](=O)[O-])ccc3n2C(C)C)CC1 reads UDG counter = -2.7%; AID inhibitor = -27.9%
COc1cccc(-c2ccc(=O)n(CC(=O)N3CCC(Cc4ccccc4)CC3)n2)c1 reads UDG counter = -4.9%; AID inhibitor = -20.1%

Later entries:
Every second line gives: UDG counter	AID inhibitor
- COc1cc(C(=O)OC2/C=C(\C)CCC3OC3(C)CC(O)[C@@H]2C(C)C)cc(OC)c1OC (stereo partly drawn)
→ -9.2%	-18.6%
- Cc1cc2c(cc1S(=O)(=O)Nc1cccc(C#N)c1)OCC(=O)N2
→ ?	4.1%
- CC(C)(C)CC(=O)NCCc1cccs1
→ -1.0%	-2.9%
- O=C(Nc1cccc(C(F)(F)F)c1)c1c(-c2ccccc2)nc2n1CCS2(=O)=O
→ 5.4%	-1.5%
- NS(=O)(=O)c1ccc(N/N=C/c2cccs2)c([N+](=O)[O-])c1
→ -4.1%	-4.5%
- COc1ccc(NC(=O)CSc2nc3c(oc4ccccc43)c(=O)n2Cc2ccco2)cc1Cl
→ -0.2%	9.3%
